# PKA-R2B act: PKA-R2B complex activation | P22694+P31323 | PKA-R2B holoenzyme dissociation, Cy5-IP20 fluorescence polarization; R2B truncated from residue 108, S112A mutant; 0% DMSO only, 100% 113 µM cGMP | activation, % at 11.4 µM | 0.079% of 340,000 active | AID 504700;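 active = activation above a cutoff set at the mean over all compounds plus 3 SD, cut at about 18% in these data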;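 note: higher means more holoenzyme dissociation and a rise in polarization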
# Target sequence (P31323 whole entry, looked up, other chains not shown, the tested form may be a part): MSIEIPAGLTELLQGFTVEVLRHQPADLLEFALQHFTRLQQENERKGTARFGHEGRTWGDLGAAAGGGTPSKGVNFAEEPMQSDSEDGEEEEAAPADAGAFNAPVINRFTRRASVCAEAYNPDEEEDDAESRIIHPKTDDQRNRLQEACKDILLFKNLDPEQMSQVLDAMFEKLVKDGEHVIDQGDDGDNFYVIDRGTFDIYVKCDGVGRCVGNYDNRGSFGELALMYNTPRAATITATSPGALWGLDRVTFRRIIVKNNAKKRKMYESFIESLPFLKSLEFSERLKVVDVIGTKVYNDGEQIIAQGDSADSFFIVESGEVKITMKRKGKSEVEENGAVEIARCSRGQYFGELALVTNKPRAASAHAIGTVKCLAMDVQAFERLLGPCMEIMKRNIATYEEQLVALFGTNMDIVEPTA
# CAL PDZ FP-1: blocks peptide binding to human CAL PDZ domain; purified CAL PDZ, TMR-peptide fluorescence polarization, 1 h; inhibition, % at 20 µM; 0.02% of 330,000 active; AID 504414;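 active = highest replicate inhibition of at least 40%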;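 note: plate controls were DMSO neutral control wells for no effect and unlabeled competitor peptide control wells for full effect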
#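 Assay system – tagged CAL PDZ protein CerCALP, purified · Timing – 1 h at RT · Compound – single point, 20 µM · Measured by – fluorescence polarization from S- and P-plane intensities, G-factor corrected · Evaluation – inhibition from polarization loss · Probe or stimulus – TMR reporter peptide T*-PRC34 · Buffer or medium – pH 7.4 phosphate-saline buffer, reducing agent, detergent, IgG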
# Keap1-Nrf2 PPI: disrupts human Keap1 binding to Nrf2 peptide | 0.15% of 340,000 active | Keap1 Kelch-Nrf2 peptide fluorescence polarization, 1536-well | AID 504523 | Q14145 | inhibition, % at 9.4 µM; in the data active = inhibition above about 12%; inconclusive = no clear call, values can overlap the other calls; inactive = below about 7.3%;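 note: human Keap1 Kelch domain with fluorescein labeled Nrf2 9mer peptide probe; 0% = neutral control wells and 100% = peptide positive control; higher means more block of Keap1 binding to Nrf2 peptide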
# Cardiac RTF inh: cardiac RTF calcium desensitization. P19429+P45379. IANBD-labeled cardiac RTF, Ca2+ fluorescence. inhibition, % at 7.15 µM. 0.12% of 340,000 active;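 active = inhibition above the mean inhibition of all tested compounds plus 3 SD, cut at about 17% in these data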;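 note: assay run at fixed EC70 calcium of 1.6 mM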
# Rtt109 Vps75: blocks Candida albicans Rtt109/Vps75 acetyltransferase activity; Q5AAJ8; purified Rtt109/Vps75, ThioGlo CoA-SH fluorescence, 4 h; 0.16% of 330,000 active; inhibition, % at 34.9 µM;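 active = inhibition of at least 50% in every replicate; inconclusive = best replicate reaches 50% inhibition but some replicates fall short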
# Target sequence (Q5AAJ8 whole entry, looked up): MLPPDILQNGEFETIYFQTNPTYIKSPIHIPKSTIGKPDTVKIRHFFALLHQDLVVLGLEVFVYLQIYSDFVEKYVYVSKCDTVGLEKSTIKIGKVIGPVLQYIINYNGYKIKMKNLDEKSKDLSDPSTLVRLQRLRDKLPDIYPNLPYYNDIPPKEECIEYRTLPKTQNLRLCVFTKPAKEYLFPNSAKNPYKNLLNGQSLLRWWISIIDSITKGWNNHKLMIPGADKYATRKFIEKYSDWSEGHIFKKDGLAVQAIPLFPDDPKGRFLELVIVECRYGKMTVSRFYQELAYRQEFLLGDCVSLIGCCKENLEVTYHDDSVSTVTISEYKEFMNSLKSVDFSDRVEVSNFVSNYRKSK
# DAGLB inhibitor: blocks human DAGLB lipase activity. inhibition, % at 5.17 µM. HEK293T DAGLB membrane lysate, EnzChek fluorogenic substrate. 0.059% of 340,000 active. Q8NCG7. AID 504411; in the data active = inhibition above about 34%;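 note: 0% = enzyme with vehicle and 100% = wells lacking enzyme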
# SR-BI uptake up: SR-BI HDL lipid transfer activation; CHO ldlA[mSR-BI] cells, DiI-HDL uptake fluorescence, 3 h; 100 = double the neutral-control signal; activation, % at 12.5 µM; 0.096% of 320,000 active; AID 504775;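 active = mean replicate activation of at least 60% and every replicate at or above 60%; inconclusive = mean or all-replicate condition met, but not both; inactive = mean below 60% and not all replicates reaching 60%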;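 note: 0% = median plate neutral-control signal and 100% = twice that signal; values of inactives mirror those of a sister screen read the other way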
#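 system = CHO ldlA[mSR-BI] cells, LDL receptor-null, SR-BI overexpressing | medium = Ham's F12 with 0.5% BSA, HEPES 25 mM, pH 7.4 | probe or stimulus = DiI-HDL 10 µg/mL | compound dosing = single-point compound dose | incubation = compound exposure 3 h, 37 °C | technique = DiI fluorescence, bottom read | read-out = cell-associated DiI fluorescence as measure of HDL uptake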
# C-LANA FP: inhibitors of KSHV LANA C-terminal domain DNA binding. MBP-C-LANA/FAM-LBS DNA binding, fluorescence polarization. inhibition, % at 9 µM. 0.078% of 340,000 active;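 active = highest replicate inhibition at or above 60% at 9 µM, even if other replicates fall short; inactive = all replicates below 60% inhibition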;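 note: 0% = neutral control wells and 100% = 4 µM acridine orange control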
# RTF Ca sens act: increases calcium sensitivity of human cardiac regulated thin filaments. 0.24% of 340,000 active. activation, % at 7.2 µM. P19429+P45379. IANBD-labeled TnC RTF fluorescence at EC20 calcium; 0% EC20 calcium, 100% full calcium;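 active = activation above the mean over all tested compounds plus 3 SD, cut at about 30% in these data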;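 note: rise in fluorescence read as greater calcium sensitivity of cardiac thin filaments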
# CAL PDZ FP-2: CAL PDZ (human) peptide binding inhibition; Q9HD26; purified CAL PDZ, TMR-peptide fluorescence polarization, 1 h; inhibition, % at 24.9 µM; 0.92% of 300,000 active; AID 602252;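 active = mean inhibition of at least 30% with at least half of replicates also reaching 30%; inconclusive = no clear call, values can overlap the other calls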;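 note: 0% = DMSO neutral control and 100% = excess unlabeled competitor peptide PRC23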
# The depositor's hits bear a star; u = inconclusive; x = not tested or not shown.
SMILES,PKA-R2B act,CAL PDZ FP-1,Keap1-Nrf2 PPI,Cardiac RTF inh,Rtt109 Vps75,DAGLB inhibitor,SR-BI uptake up,C-LANA FP,RTF Ca sens act,CAL PDZ FP-2
Cc1nc(C(=O)N2CCCC(Nc3ccc(C)c(C)c3)C2)cs1 (stereo unspecified),-3,1.5,-6,-5,4,4,-2,0.3,1,-4
CC1=CC(=C(C#N)C#N)c2ccccc2N1C,3,0.0,u,2,8,4,9,-49,11,-5
COCCNC(=S)N1CCN(C)CC1,-7,-1.2,-7,-10,-5,3,16,-5.6,-1,-3
COC(=O)c1ccc(S(=O)(=O)NC(C)(C)C)n1C,2,-0.2,-3,-2,2,-4,0,1.0,6,-4
COc1ccc(S(=O)(=O)N(C)CC(=O)Nc2ccccc2C(F)(F)F)cc1Cl,-2,-1.2,5,-4,-4,-6,2,1.8,-1,1
COc1ccc(NC(=O)c2ccccc2Oc2ccccc2)c(OC)c1,-8,-1.3,-4,7,2,-8,-56,-0.8,-6,9
CSCCC(NC(=O)c1ccc(Cl)cc1)C(=O)OCC(=O)c1ccc[nH]1 (stereo unspecified),-2,-1.3,-2,-1,-7,3,-41,3.6,18,1
COc1ccc(C(=O)NNC(=O)Cc2ccc([N+](=O)[O-])cc2)cc1,-12,-0.3,0,6,0,4,14,0.7,-1,-4
COC(=O)Cc1ccc(NC(=O)c2ccc(Br)o2)cc1,-12,-1.1,0,6,5,-2,-7,0.8,-4,-1
O=C(Nc1ccc(S(=O)(=O)C(F)F)cc1)c1ccc2c(=O)n3c(nc2c1)CCC3,-7,-2.3,-7,-10,-1,2,-53,0.3,-1,-4
COc1ccc(C2=NN(C(=O)c3ccncc3)C(c3ccccc3O)C2)cc1 (stereo unspecified),-2,-3.3,-8,-8,-3,3,-21,0.4,-5,-3
COc1cccc(NC(=O)N2CCCC2C(=O)Nc2ccc3c(c2)OCCO3)c1 (stereo unspecified),-6,-0.9,5,-5,-3,0,x,-1.0,-4,-3
O=C(OCC(=O)N1CCN(c2ccccc2)CC1)c1ccncc1,-10,-0.4,1,-2,2,2,-13,-1.7,-1,-6
CC(=O)N1c2ccccc2CCc2ccc([N+](=O)[O-])cc21,-2,-0.6,3,-2,-1,2,-30,-0.7,-1,-3
C/C(=N\NS(=O)(=O)c1ccccc1)c1ccccc1,9,-0.2,-4,-10,11,0,3,-0.3,5,14
CCCCNC(=S)NNC(=O)c1csc(CC)c1,6,0.7,0,-3,-4,0,10,-1.3,0,-9
Cc1cccc(NC(=O)CSCC(=O)N=c2sccn2C)c1,-11,0.1,-4,1,0,0,9,0.5,-1,x
COC(=O)CSc1nc(-c2ccccc2)cc(-c2ccco2)c1C#N,-8,-3.1,-7,9,-1,-5,-9,-1.4,2,1
Cc1ccc2c(c1)C=CC(C)N2C(=O)c1ccccc1 (stereo unspecified),0,-1.1,-2,-6,3,-7,13,-2.0,-2,-3
COc1ccc(S(=O)(=O)NCCSC(C)(C)C)cc1Cl,-6,-1.6,1,-2,-16,-2,-10,0.4,-3,0
CCOc1ccccc1C1N(c2ccc(F)cc2)C(=O)C2CCCN21 (stereo unspecified),0,x,-1,-6,0,0,11,-0.2,-4,-1
CCOC(=O)C1=C(C)Nc2nnnn2C1c1ccc(OC)c(Br)c1 (stereo unspecified),-7,-0.7,-1,-4,-10,1,-42,0.7,1,x
COc1cc(O)c(CCC(=O)c2cc(OC)c(OC)c(OC)c2)c(OC)c1,-11,-1.6,5,-17,1,-2,-62,2.1,0,-2
CCOc1ccccc1C(=O)N1CCN=C1SC,0,-3.4,-1,-8,-3,2,x,0.1,-1,-3
Cc1cc(C)nc(N2CCCC(C(=O)NCCc3cccc(F)c3)C2)n1 (stereo unspecified),-8,-0.5,-2,-3,-12,-1,-4,0.0,0,x

# Exported tab-delimited: six of the compounds above.
mol	PKA-R2B act	CAL PDZ FP-1	Keap1-Nrf2 PPI	Cardiac RTF inh	Rtt109 Vps75	DAGLB inhibitor	SR-BI uptake up	C-LANA FP	RTF Ca sens act	CAL PDZ FP-2
COc1cc(O)c(CCC(=O)c2cc(OC)c(OC)c(OC)c2)c(OC)c1	-11	-1.6	5	-17	1	-2	-62	2.1	0	-2
CCOc1ccccc1C(=O)N1CCN=C1SC	0	-3.4	-1	-8	-3	2	x	0.1	-1	-3
Cc1ccc2c(c1)C=CC(C)N2C(=O)c1ccccc1 (stereo unspecified)	0	-1.1	-2	-6	3	-7	13	-2.0	-2	-3
O=C(Nc1ccc(S(=O)(=O)C(F)F)cc1)c1ccc2c(=O)n3c(nc2c1)CCC3	-7	-2.3	-7	-10	-1	2	-53	0.3	-1	-4
COc1ccc(C(=O)NNC(=O)Cc2ccc([N+](=O)[O-])cc2)cc1	-12	-0.3	0	6	0	4	14	0.7	-1	-4
CC(=O)N1c2ccccc2CCc2ccc([N+](=O)[O-])cc21	-2	-0.6	3	-2	-1	2	-30	-0.7	-1	-3

# (list continues)
SMILES,PKA-R2B act,CAL PDZ FP-1,Keap1-Nrf2 PPI,Cardiac RTF inh,Rtt109 Vps75,DAGLB inhibitor,SR-BI uptake up,C-LANA FP,RTF Ca sens act,CAL PDZ FP-2
CC(=O)c1cccc(NS(=O)(=O)c2ccc(N/C=C\C(=O)c3ccc(F)cc3)cc2)c1,0,2.1,-1,-4,0,1,-8,0.2,-4,2
Cc1sc(NC(=O)C2CC(Cl)=CCC2C(=O)O)c(C#N)c1C (stereo unspecified),5,-0.6,-5,0,10,5,22,-0.7,2,2
CNCCCOc1cccc(Oc2ccccc2)c1,-14,-0.4,-3,5,-1,2,5,0.4,4,-1
COc1ccccc1Cn1nnc2c(=O)[nH]c(C3CCN(C(=O)c4ccc(F)cc4)CC3)nc21,0,-1.9,-1,0,1,0,-5,2.6,2,-4
CCOC(=O)CC[C@H](NC(=O)Cn1cnc2c(OCc3ccccc3)ncnc21)C(=O)OCC,6,1.1,-2,-11,-2,-6,23,7.4,2,-2
CC(=O)Nc1ccc(NC(=O)C(C)OC(=O)/C=C/c2cnc3ccccc3n2)cc1 (stereo unspecified),6,-1.0,0,-9,-15,0,x,-2.2,3,0
CCCN(CCC)Cc1c(C(=O)N/N=C/C(C)=C\c2ccco2)nnn1-c1nonc1N,-3,-0.4,-3,7,3,0,-4,-0.1,-3,66*
CCCC(CCC(=O)OC)(C(=O)OCC)c1csc(N)n1 (stereo unspecified),-4,-2.1,-6,-6,x,-4,16,1.4,-3,0
Cc1cc2nc(SCCOC(=O)Nc3ccc(Cl)cc3)nc(C)c2cc1C,-8,-0.8,-5,-10,13,5,x,0.1,-1,-2
Cc1noc(C)c1CSc1nnc(-c2c[nH]c3ccccc23)n1-c1ccc(Cl)cc1,5,1.4,1,-14,-5,-1,-39,1.1,-3,11
CCCNC(=O)c1ccc2c(c1)C1C3CCC(C3)C1C(c1ccccc1)N2 (stereo unspecified),11,0.2,1,3,3,-4,-15,-1.9,5,-4
CCOc1cc(NC(=S)NCc2ccco2)c(OCC)cc1NC(=O)CC(C)C,-9,-1.0,-1,-17,2,0,-5,2.2,0,1
CC(=O)N1CCN(S(=O)(=O)c2cccc(C(=O)NNC(=O)c3ccc(Br)cc3)c2)CC1,-1,0.9,48*,-117,3,-4,-15,27,44*,x
CCc1nnc(NC(=O)CSc2nc3ccccc3s2)s1,-6,-1.1,-2,-7,5,-3,0,1.1,-9,-2
O=C(NCc1cccs1)NC1CCCCC1,1,0.7,-4,-5,1,-4,3,-3.2,0,-4
COc1cc(C)ccc1OCC(=O)Nc1ccccc1N1CCOCC1,-8,-1.5,-3,-9,-8,-15,-39,-2.2,-3,0
COc1ccc(N2CCN(CCCNC(=O)CCC(=O)N3CCOc4ccc(Cl)cc43)CC2)cc1,11,-0.8,-1,1,-3,4,-27,-0.8,-6,1
N#Cc1ccc(NC(=O)Nc2ccc(Cl)cc2)cc1,0,-4.5,-4,-2,10,-2,-19,-0.4,2,-1
COc1ccc(C(CC(=O)Nc2ncccc2C)N2Cc3ccccc3C2=O)cc1OC (stereo unspecified),-3,0.2,4,-9,5,1,4,-0.6,-3,3
Cc1ccc(Nc2nnc(SCc3ccccc3)s2)cc1,-6,1.0,-1,2,-10,-7,7,2.4,-4,-4
O=C1CCCC2=C1C(c1ccc(Cl)cc1)C1C(=O)c3ccccc3C1=N2 (stereo unspecified),2,-1.4,-8,5,x,26,-9,0.7,0,-3
CCOc1ccc(NC(=O)COc2ccc(C(=O)NC(C)c3ccc(S(N)(=O)=O)cc3)cc2OC)cc1 (stereo unspecified),0,-0.4,1,-18,1,1,-67,-1.3,-11,-1
O=C(COc1ccc(Cl)cc1)NN=C1CCCCCCC1,4,-2.3,4,-1,-2,-2,3,-1.1,-1,-4

# Record cards, from the list above. Screens in order: PKA-R2B act	CAL PDZ FP-1	Keap1-Nrf2 PPI	Cardiac RTF inh	Rtt109 Vps75	DAGLB inhibitor	SR-BI uptake up	C-LANA FP	RTF Ca sens act	CAL PDZ FP-2
# Cc1cc2nc(SCCOC(=O)Nc3ccc(Cl)cc3)nc(C)c2cc1C as listed: -8	-0.8	-5	-10	13	5	x	0.1	-1	-2
# Cc1ccc(Nc2nnc(SCc3ccccc3)s2)cc1 as listed: -6	1.0	-1	2	-10	-7	7	2.4	-4	-4
# CNCCCOc1cccc(Oc2ccccc2)c1 as listed: -14	-0.4	-3	5	-1	2	5	0.4	4	-1

# Assay outcomes deposited in PubChem by several laboratories.
